Screening results: PubChem BioAssay, several laboratories
NF-kB neuron act: activators of NF-kB expression in neurons, primary screen, cell-based, HTS. human neuronal cells, NF-kB reporter expression; hits give high values. fold change at 12.5 µM. 190,000 compounds, 1.6% hits. AID 1239, 2008; in the data active = fold change above about 3.3
STAT1 act: STAT1 signaling activators, primary screen, cell-based, HTS, luciferase reporter; NIH 3T3 STAT1-luciferase reporter, IFN-gamma, luminescence; 100% = IFN-gamma alone, no compound; activation (% of control), % at 5.5 µM; 200,000 compounds, 2.6% hits; AID 932, 2007;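 active = activation above the screen-wide mean activation plus 3 SD, cut at about 130% in these data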;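 note: raw ratio to IFN-gamma control signal so 100% means no change and 0% no light; values of inactives mirror those of a sister screen read the other way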
FLuc act counter: FLuc activators, initial screening, artefact control for FLuc-dependent activation tests, biochemical, ATPlite luminescence; Luciferin 4-monooxygenase (Photinus pyralis), P08659; ATPlite luciferase biochemical, 10 min; 0 = ATP-free wells, 1 = DMSO control; activation factor at 10 µM; 200,000 tested, under 10 active; AID 1027, 2008;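 active = luciferase activation factor, scaled between plate controls, of at least 2 with compound at 10 µM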
Target sequence (P08659 whole entry, looked up): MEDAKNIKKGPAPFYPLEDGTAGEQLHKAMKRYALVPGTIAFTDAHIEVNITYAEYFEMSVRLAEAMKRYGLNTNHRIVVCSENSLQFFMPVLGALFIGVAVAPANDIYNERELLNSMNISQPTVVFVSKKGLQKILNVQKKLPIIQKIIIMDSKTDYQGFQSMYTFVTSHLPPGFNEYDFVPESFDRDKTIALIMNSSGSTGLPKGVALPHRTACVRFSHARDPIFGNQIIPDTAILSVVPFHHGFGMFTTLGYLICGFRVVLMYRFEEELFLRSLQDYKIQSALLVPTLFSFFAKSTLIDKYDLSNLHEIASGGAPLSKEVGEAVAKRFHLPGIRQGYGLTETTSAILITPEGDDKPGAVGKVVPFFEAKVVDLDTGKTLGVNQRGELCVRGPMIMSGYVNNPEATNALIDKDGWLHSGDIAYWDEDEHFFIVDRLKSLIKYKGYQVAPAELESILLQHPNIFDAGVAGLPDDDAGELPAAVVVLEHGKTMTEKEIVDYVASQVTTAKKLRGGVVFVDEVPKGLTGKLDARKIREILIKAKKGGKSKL
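System: luciferase plus luciferin reagent, cell-free; medium: PBS as buffer for the ATP substrate; dosing: test compounds dosed from 2 mM stocks in 100% DMSO; timing: 10 min post-reagent at room temperature; measured by: luminescence measurement of luciferase light output; evaluation: luciferase activation, seen as luminescence increase over controls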
STAT3 blocker: IL-6 driven STAT3 reporter inhibitors, primary screen, U3A cells, luciferase, luminescence, MLSCN library | IL-6 STAT3-luciferase reporter; host cell line lacks STAT1 | inhibition, % at 5.5 µM | 190,000 compounds, 0.89% hits;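 active = inhibition above the mean inhibition across all screened compounds plus 3 SD, cut at about 44% in these data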;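 note: 0% = DMSO only wells and 100% = 100 µM nifuroxazide control wells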
APP transl inh: inhibitors of APP translation via 5'UTR reporter, primary screen, APP 5'UTR luciferase, SH-SY5Y cells. inhibition, % at 2 µM. 190,000 compounds, 0.82% hits. SH-SY5Y APP 5'UTR-luciferase reporter, luminescence;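 active = inhibition above a set limit, derived from the sample mean plus 3 SD, cut at about 45% in these data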; note: values of inactives mirror those of a sister screen read the other way
APP 5'UTR act: activators of APP 5'UTR luciferase reporter, primary screen, SH-SY5Y cells | SH-SY5Y APP 5'UTR luciferase reporter, luminescence; zero percent = DMSO vehicle wells | activation, % at 2 µM | 190,000 compounds, 1% hits;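 active = activation above a set limit, based on mean plus 3 SD of controls, cut at about 140% in these data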; note: values of inactives mirror those of a sister screen read the other way
ROMK mod: ROMK potassium channel modulators, primary screen, cell-based, thallium flux, MLSMR library. ATP-sensitive inward rectifier potassium channel 1 (Homo sapiens), P48048. Tet-inducible ROMK, thallium flux fluorescence; actives lie on both sides. B-score at 10 µM. 130,000 compounds, 2% hits;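 active = signal ratio slope over the read window, or its plate-corrected B-score, at least 3 SD from the plate mean, either direction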;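 note: B-score of the F/F0 ratio slope over 7 to 12 s after thallium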
Target sequence (P48048 whole entry, looked up): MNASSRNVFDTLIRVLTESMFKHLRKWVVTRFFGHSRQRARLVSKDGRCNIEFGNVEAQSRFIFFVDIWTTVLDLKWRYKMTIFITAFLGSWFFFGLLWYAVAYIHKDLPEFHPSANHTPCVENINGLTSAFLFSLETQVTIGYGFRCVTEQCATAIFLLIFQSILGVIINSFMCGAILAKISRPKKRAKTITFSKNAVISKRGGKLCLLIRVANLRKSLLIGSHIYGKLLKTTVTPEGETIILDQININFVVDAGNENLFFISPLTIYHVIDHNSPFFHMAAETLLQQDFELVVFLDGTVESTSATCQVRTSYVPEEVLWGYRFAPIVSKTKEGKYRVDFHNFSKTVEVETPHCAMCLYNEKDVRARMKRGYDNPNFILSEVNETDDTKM
FLuc inhib CS: firefly luciferase enzyme inhibitors, primary screen, artefact control for luciferase-based inhibitor screens, biochemical, luminescence, ATPLite. Luciferin 4-monooxygenase (Photinus pyralis), P08659. 10 min. inhibition, % at 10 µM. 200,000 compounds, 1.5% hits. AID 1006, 2008;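 active = inhibition above about 50% when tested at 10 µM, limit read from the data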
STAT3 activator: IL-6 driven STAT3 reporter potentiators, primary screen, U3A cells, luciferase, luminescence, MLSCN library; IL-6 STAT3-luciferase reporter; 100% = signal with IL-6 EC80 alone; 190,000 compounds, 0.91% hits; activation (% of control), % at 5.6 µM;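 active = activation above the screen-wide mean of compound activation plus 3 SD, cut at about 130% in these data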;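 note: 0% = background luminescence of wells with medium and substrate only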
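Detection: reporter luminescence signal / Assay system: STAT1-lacking human U3A cells, STAT3 luciferase reporter / Incubation: compound pre-incubation 1 h before IL-6, then 6 h stimulation at 37 °C / Control set: IL-6-only high control / Read-out: % activation relative to IL-6 control / Probe or stimulus: Interleukin-6, 33 ng/mL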
STAT1 blocker: STAT1 signaling inhibitors, primary screen, cell-based, HTS, luciferase reporter. NIH 3T3 STAT1-luciferase reporter, IFN-gamma, luminescence. inhibition, % at 5.5 µM. 200,000 compounds, 0.35% hits. AID 920, 2007;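 active = inhibition above a set limit, the mean inhibition across all tested compounds plus 3 SD, cut at about 34% in these data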;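 note: 0% = IFN-gamma with DMSO and 100% = IFN-gamma with 300 µM nifuroxazide; values of inactives mirror those of a sister screen read the other way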
The depositor's hits bear a star; nt = not tested or not shown.

SMILES	NF-kB neuron act	STAT1 act	FLuc act counter	STAT3 blocker	APP transl inh	APP 5'UTR act	ROMK mod	FLuc inhib CS	STAT3 activator	STAT1 blocker
COc1cc(Cl)c(S(=O)(=O)N2CCN(Cc3ccc4c(c3)OCO4)CC2)cc1Cl	1.1	107	1.1	-17	14	-14	nt	-10	114	-6
O=C(c1ccccc1)N(Cc1ccc2c(c1)OCO2)Cc1nc2ccccc2c(=O)[nH]1	0.62	99	1.1	7	-1	1	3.2*	-7	96	1
CC(=O)Nc1ccc2c(c1)nc(CCN1CCOCC1)n2C	1	105	1.1	-1	18	-18	0.75	-8	102	-6
COc1ccc(CCNC(=O)CCNS(=O)(=O)c2cccc3nsnc23)cc1OC	0.68	96	1.1	14	-10	37	1.4	-8	93	3
CC1CCN(C(=S)NC2CCCCC2)CC1	0.9	94	1.1	13	nt	nt	nt	-10	94	6
Clc1ccc(-n2ncc3c(NCc4cccs4)ncnc32)cc1	2.8	134*	nt	13	-126	126	0.033	nt	95	-37
COc1cccc(C(=O)N/N=C/c2ccc(OC3CSC3)cc2)c1	1.4	96	1	7	0	0	0.77	3	94	5
COc1ccccc1NC(=O)C1C2CCCCC21 (configuration not stated)	2	98	1	3	2	-2	0.99	-3	102	2
O=C(Nc1ccc(Br)cc1Cl)N1CCOCC1	1.2	121	1.1	6	6	-6	nt	-6	95	-22
O=C(O)CCCNC(=O)/C(=C\c1ccccc1F)NC(=O)c1ccccc1	1.2	109	1.1	12	-4	4	-0.22	-5	98	-11
O=c1c2c3c(sc2nc2n1CCC2)CCCCC3	1.4	112	1.1	-16	-2	2	-0.92	-5	118	-15
NC(=O)C1(N2CCCCC2)CCN(C(=O)Nc2ccccc2C(F)(F)F)CC1	0.94	103	1	1	-10	10	nt	4	101	-4
CC(=O)c1ccc(NC(=S)NC(=O)CC(C)C)cc1	1.9	111	1.1	-4	-4	4	nt	-5	106	-12
Cc1cccc(-n2c(O)c(C=Nc3c(C)n(C)n(-c4ccccc4)c3=O)c3ccccc3c2=O)n1	0.81	84	1	11	10	-10	1.2	-4	93	18
O=C(O)c1cnn(-c2ccccc2)c1C(F)(F)F	1.2	119	1	-4	6	-6	0.4	-2	107	-21
Cc1ccc(CSc2nnc(SCC(=O)N/N=C/C=C/c3ccccc3[N+](=O)[O-])s2)cc1	1.2	98	0.4	2	36	-36	nt	59*	99	2
CSc1nccn1CC(=O)Nc1ccc(F)cc1	1.2	105	1.1	3	0	0	0.063	-6	99	-6
Cc1ccc(C(=O)NC2CCN(S(=O)(=O)c3ccccc3)CC2)cc1	1.1	102	1.1	14	-11	11	-0.24	-9	90	-4
S=C(Nc1ccccc1Cl)N(Cc1ccccc1)Cc1cccnc1	1.1	88	1	14	-10	10	2.1	-4	98	12
Cc1ccc(Cl)cc1N1CCN(C(=O)C2CCC(=O)N2C(C)C)CC1 (configuration not stated)	1.1	94	1	-11	35	-35	1.2	0	110	7

Arranged by the number under ROMK mod (falling): some entries from above.
Molecule	ROMK mod
O=C(c1ccccc1)N(Cc1ccc2c(c1)OCO2)Cc1nc2ccccc2c(=O)[nH]1	3.2*
Cc1cccc(-n2c(O)c(C=Nc3c(C)n(C)n(-c4ccccc4)c3=O)c3ccccc3c2=O)n1	1.2
O=c1c2c3c(sc2nc2n1CCC2)CCCCC3	-0.92

Next results
SMILES	NF-kB neuron act	STAT1 act	FLuc act counter	STAT3 blocker	APP transl inh	APP 5'UTR act	ROMK mod	FLuc inhib CS	STAT3 activator	STAT1 blocker
CC(=O)C1=C(C)NC(=O)NC1c1cc(Br)ccc1OCC(N)=O (configuration not stated)	1.5	101	1	10	5	-5	nt	1	95	-1
Cn1nnnc1SCC(=O)Nc1c(Cl)cccc1Cl	0.96	100	1	0	6	-6	nt	-3	103	0
O=C1CC(c2ccccc2)=NN1c1ccc([N+](=O)[O-])cc1	1.3	104	1	8	13	-13	nt	-2	96	-6
CC(C)C(C(=O)NCc1ccco1)N(C(=O)CNS(=O)(=O)c1ccc(Cl)cc1)C1CCCC1 (configuration not stated)	1	94	1	2	1	-1	-2.7	-5	101	6
COc1ccc(OC)c(NC(=O)N2CCCC(CNS(=O)(=O)c3cccs3)C2)c1 (configuration not stated)	0.91	97	1.1	5	2	-2	-0.57	-5	102	1
CC1=Nn2c(nnc2-c2ccccc2)SC1	1	97	1	5	-18	18	nt	-5	99	3
COCCNC(=O)c1ccc2c(c1)nc(C)n2-c1cc(OC)c(OC)c(OC)c1	1.1	104	1.1	-4	-6	6	0.83	-8	107	-4
Cc1ccsc1C1NC(=O)c2c(sc3c2CCCC3)N1 (configuration not stated)	1.8	133*	1	-2	-82	83	-0.44	2	108	-35
CCOC(=O)c1cccc(NC(=O)CSc2nc3ccccc3c(=O)n2CC)c1	1.1	104	1	2	-14	14	1.5	-3	102	-4
CCN(CC)C1CCS(=O)(=O)C1 (configuration not stated)	0.97	107	1	7	-20	20	1	-1	99	-8
CCCCS(=O)(=O)Nc1ccc(Cc2ccncc2)cc1	1.2	107	1.1	-1	-20	19	nt	-7	104	-8
COc1ccccc1NCC(=O)NNCC(=O)Nc1ccc(F)c(Cl)c1	1.8	101	1.1	-1	7	-7	-0.45	-8	102	-2
COc1ccc(OC)c(/C=N/NC(=O)CSc2nnc(C)n2-c2ccccc2)c1	1.3	92	1	5	10	-10	nt	0	96	9
O=C(NCC(=O)N1CCC(N2CCCCC2)CC1)C1CCCCC1	1.2	108	1	-9	-14	14	nt	0	109	-9
Cc1c(C(=O)O)oc2ccc(S(=O)(=O)NCc3ccc4c(c3)OCO4)cc12	1.2	102	1.1	-4	-21	21	nt	-9	108	-3
CSc1nc(C(=O)N2CCc3c([nH]c4ccccc34)C2c2ccccn2)cs1 (configuration not stated)	1	92	1	18	-15	15	0.42	-2	87	6
Cc1ccc(-n2c(-c3ccncc3)nnc2-c2ccco2)cc1	1.5	101	1.1	3	10	-10	nt	-6	102	-1
CCC(NC(=O)C1(C)CC1(Br)Br)c1ccc(C)cc1 (configuration not stated)	1.3	92	1.1	8	4	-4	nt	-7	94	8
COc1ccc(-c2nnc(-c3ccc(N)cc3)o2)cc1	5.7*	140*	0.3	7	-79	79	0.83	68*	97	-43
CCCNc1cc(=O)n(C)c(=O)n1C	0.97	108	1.1	7	2	-2	nt	-10	101	-8
COc1ccc(NC(=O)CC2C(=O)N(c3ccccc3)C(=O)N2Cc2ccco2)cc1 (configuration not stated)	1.1	89	1	11	4	-4	0.26	-4	97	11
CCOc1cc(/C=C/c2nc3cc(C)c(C)cc3s2)ccc1OCC(=O)N1CCOCC1	0.79	98	1	5	-19	19	nt	2	98	2
CCc1ccc(OCCNC(=O)c2ccccc2SCc2ccc(F)cc2)cc1	0.71	97	1.1	8	6	-6	-0.9	-6	98	4
COc1cc2nc(CC(C)C)n(NC(=O)c3ccccc3)c(=O)c2cc1OC	1.2	105	1	7	-9	9	0.52	-1	99	-6
COc1cc(OC)c(/C=N/NC(=O)c2ccc([N+](=O)[O-])cc2)cc1Br	1.1	109	1.1	21	4	-4	nt	-6	88	-9
CCCOc1ccc(C(=O)CCNc2cccc(Cl)c2)cc1	1.3	112	1	6	-22	21	0.16	-3	103	-15
CCN(CC)CCCn1c(=S)[nH]c2cc(OC)c(OC)cc2c1=O	1.5	106	1.1	10	-8	8	-0.21	-5	91	-7
O=C(c1ccncc1)c1ccc([N+](=O)[O-])cc1	1.1	99	1	-3	-4	4	-0.29	-4	103	-2
CCOC(=O)c1c(C)oc2ccc(OS(C)(=O)=O)cc12	1.3	104	1	10	5	-5	-2.2	3	95	-6
O=C(Nc1ccc(-n2nncc2-c2ccco2)cc1)c1cccc(F)c1	0.93	95	1	18	2	-2	nt	-4	88	5
CN(c1ccc(F)cc1)S(=O)(=O)c1ccc(Cl)c(C(=O)Nc2ccc3c(c2)CCC3)c1	0.68	98	1.1	3	1	-1	nt	-8	100	2
CN(Cc1cc2ccccc2[nH]c1=O)S(=O)(=O)c1ccccc1	1.1	102	0.8	0	-6	6	nt	16	104	-3
CC(C)c1ccc(N2C(=O)[C@@H]3Cc4ccccc4CN3C2=O)cc1	1.6	118	1	22	37	-37	-0.023	1	84	-19
CCOc1ccc(NC(=O)C(CC)NC(=O)c2ccccc2CO)cc1 (configuration not stated)	0.98	96	1.1	11	-7	7	nt	-7	95	4
O=C(CCCC(=O)OCC(F)(F)C(F)F)Nc1ccccc1F	1	100	1.1	9	-14	14	1	-6	95	0
O=C(CCNC(=O)c1ccccc1)OCC(=O)c1ccccc1	1.1	98	1	6	8	-8	0.73	-3	96	2
CC1(C)CC2CC(C)(CN2C(=O)COC(=O)c2ccc(Cl)cc2N)C1 (configuration not stated)	0.93	107	1.1	2	-13	13	nt	-6	104	-8
O=C(Nc1ccc(-n2cccc2)cc1)C1CC1	1.6	91	0.8	26	-11	11	0.075	15	80	9
O=c1ccc2cc(O)c(O)cc2o1	1.2	105	1.1	0	-3	3	nt	-6	102	-5
NS(=O)(=O)c1ccc(CCNC(=O)[C@@H]2CCCN2S(=O)(=O)c2ccccc2F)cc1	1.2	109	1	6	4	-4	nt	-4	103	-6
COC(=O)c1cccc(NC(=O)CN2CCC(NC(=O)c3cc(OC)c(OC)c(OC)c3)CC2)c1	0.81	98	nt	1	-9	9	0.24	nt	102	2
Cc1nc(N(C)C)c2sc(=S)n(C)c2n1	1	94	1	8	-5	5	nt	-1	97	7
O=C(C1CCN(c2nnc(-n3cccc3)s2)CC1)N1CCc2ccccc2C1	0.9	99	1	3	-16	16	nt	-1	102	1
CCOc1nc(-c2ccc(OC)cc2)ccc1-c1noc(-c2cc(OC)c(OC)c(OC)c2)n1	1	102	1	5	12	-12	nt	-2	100	-3
CC(C)(C)C(=O)Nc1ccc2c(c1)-c1cc(NC(=O)C(C)(C)C)ccc1C2	1.1	101	1	19	-16	16	nt	-3	89	-1
CN1CCN(C(=O)C2=C[C@H](c3coc4ccccc4c3=O)C[C@H](OCc3ccc(CO)cc3)O2)CC1	0.95	100	1.1	nt	-10	10	nt	-6	nt	2
